Compound activity as filed in PubChem.
Tat transport – E. coli Tat transport inhibition; E. coli MC4100 TorA-mCherry Tat export, fluorescence; inhibition, % at 10 µM; 340,000 tested, 0.036% active;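 active = mean replicate inhibition at least 50% and at least half of replicates individually reaching 50%; inconclusive = only one of the two criteria met; inactive = neither criterion met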;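 also: exported cargo escapes ClpAP degradation while cytoplasmic cargo is degraded and loses fluorescence; 0% = median of neutral control wells and 100% = median of NaSCN control wells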
MITF act – activators of MITF-driven TRPM1 promoter activity in SK-MEL-5 cells; AID 588334; 300,000 tested, 0.75% active; SK-MEL-5 TRPM1-promoter luciferase, 24 h; % of positive control, neutral wells = 0; activation, % at 12.5 µM;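 active = mean activation of at least 80% with every replicate also reaching 80%; inconclusive = mean reaches 80% but some replicate falls short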;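 also: 0% = neutral control wells and 100% = parthenolide positive control wells; values of inactives mirror those of a sister screen read the other way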
CDK5 inh – CDK5/p35 (human) kinase inhibition; Q00535+Q15078; 330,000 tested, 0.01% active; Recombinant CDK5/p35, ADP-Glo luminescence, 60 min; inhibition, % at 10 µM;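 active = highest replicate inhibition of at least 50% and at least 75% of replicates reaching 50%; inconclusive = only one of the two criteria met; inactive = both criteria failed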;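 also: plate controls were DMSO neutral control for no effect and GW8510 at 10 µM for full effect; many of its hits are not listed in these tables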
Wnt act – activates Wnt/beta-catenin signaling in a reporter cell assay; activator, plate reader; AID 743398; 300,000 tested, 1.2% active; activation, % at 9.35 µM; in the data active = activation above about 30%, passing the limit was not always enough; inconclusive = no clear call, values can overlap the other calls;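 also: 0% = neutral control wells and 100% = positive control wells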
CAL PDZ FP-1 – CAL PDZ (human) peptide binding inhibition | Q9HD26 | 300,000 tested, 0.92% active | purified CAL PDZ, TMR-peptide fluorescence polarization, 1 h | inhibition, % at 24.9 µM | AID 602252;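 active = mean inhibition of at least 30% with at least half of replicates also reaching 30%; inconclusive = no clear call, values can overlap the other calls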;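 also: 0% = DMSO neutral control and 100% = excess unlabeled competitor peptide PRC23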
dFosB activator – mouse delta FosB homodimer activation; P13346; 340,000 tested, 0.99% active; purified delta FosB, TAMRA-CDK5 oligo fluorescence polarization; percent of positive-control signal above neutral wells; activation, % at 25 µM;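 active = mean activation above about 17%, with every replicate also reaching it, limit read from the data, passing the limit was not always enough; inconclusive = only one of the two conditions met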;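 also: fluorescence polarization rise as delta FosB binds a TAMRA Cdk5 AP-1 oligo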
Target sequence (P13346 whole entry, looked up): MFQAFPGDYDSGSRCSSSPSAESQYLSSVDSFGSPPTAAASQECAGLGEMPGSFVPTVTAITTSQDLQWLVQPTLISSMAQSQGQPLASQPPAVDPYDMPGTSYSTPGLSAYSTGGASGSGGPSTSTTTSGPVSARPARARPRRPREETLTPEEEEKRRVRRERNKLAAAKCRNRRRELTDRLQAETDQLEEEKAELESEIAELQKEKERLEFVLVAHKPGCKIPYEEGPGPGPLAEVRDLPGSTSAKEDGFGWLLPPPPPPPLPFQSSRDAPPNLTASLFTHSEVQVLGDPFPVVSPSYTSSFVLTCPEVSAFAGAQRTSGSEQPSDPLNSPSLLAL
V-ATPase pHluor – regulators of yeast V-ATPase proton transport. S. cerevisiae, pHLuorin cytosolic pH fluorescence. 350,000 tested, 0.37% active. response, % at 10 µM. AID 504577; in the data active = response mostly above about 7.3%, no sharp cut-off; inactive = mostly below about 5.4%; also: actives read high; inactives centre near 0; some compounds called inactive have numbers as strong as hits; reference of the scale not given here
Rtt109 HAT inh – C. albicans Rtt109 histone acetyltransferase inhibition; Q5AAJ8; purified Rtt109/Vps75, ThioGlo CoA-SH fluorescence, 4 h; inhibition, % at 34.9 µM; 330,000 tested, 0.16% active; AID 540336;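 active = inhibition of at least 50% in every replicate; inconclusive = best replicate reaches 50% inhibition but some replicates fall short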
Target sequence (Q5AAJ8 whole entry, looked up): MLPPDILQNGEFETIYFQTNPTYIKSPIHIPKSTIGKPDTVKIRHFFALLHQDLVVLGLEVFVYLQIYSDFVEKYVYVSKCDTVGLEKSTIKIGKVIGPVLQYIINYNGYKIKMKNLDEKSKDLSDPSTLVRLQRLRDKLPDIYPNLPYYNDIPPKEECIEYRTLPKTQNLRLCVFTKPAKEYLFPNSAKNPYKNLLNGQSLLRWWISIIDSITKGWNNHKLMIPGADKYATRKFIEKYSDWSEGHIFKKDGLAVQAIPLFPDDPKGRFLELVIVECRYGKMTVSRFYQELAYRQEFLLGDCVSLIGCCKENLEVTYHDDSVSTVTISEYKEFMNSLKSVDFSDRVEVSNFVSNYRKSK
CAL PDZ FP-2 – blocks peptide binding to human CAL PDZ domain; purified CAL PDZ, TMR-peptide fluorescence polarization, 1 h; inhibition, % at 20 µM; 330,000 tested, 0.02% active; AID 504414;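 active = highest replicate inhibition of at least 40%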;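 also: plate controls were DMSO neutral control wells for no effect and unlabeled competitor peptide control wells for full effect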
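System: purified tagged CAL PDZ domain construct (CerCALP). Schedule: 1 h incubation at room temperature before polarization reading. Medium: 25 mM sodium phosphate pH 7.4, 150 mM NaCl, TCEP, IgG, Thesit. Read-out: percent inhibition from loss of millipolarization. Measured by: FP readout, S and P plane fluorescence. Probe or stimulus: fluorescent TMR peptide probe.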
cardiac RTF act – increases calcium sensitivity of human cardiac regulated thin filaments; activation, % at 7.2 µM; 340,000 tested, 0.24% active; P19429+P45379; IANBD-labeled TnC RTF fluorescence at EC20 calcium; 0% EC20 calcium, 100% full calcium;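 active = activation above the mean over all tested compounds plus 3 SD, cut at about 30% in these data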;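 also: rise in fluorescence read as greater calcium sensitivity of cardiac thin filaments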
Numbers without * were called inactive; ? = inconclusive; · = no result given.

no.	V-ATPase pHluor	CAL PDZ FP-2	cardiac RTF act	Tat transport	dFosB activator	CDK5 inh	MITF act	CAL PDZ FP-1	Wnt act	Rtt109 HAT inh	SMILES
1	-1	-0.4	6	3	-4	·	-1	1	·	8	COc1ccc(NS(=O)(=O)c2ccc(NC(=S)NC(=O)c3ccc(F)cc3)cc2)nn1
2	0	0.5	-3	-2	-12	1.1	·	·	-4	-5	COc1ccc(OC)c(NC2c3ccccc3C(=O)N2Cc2ccc3c(c2)OCO3)c1 (stereo unspecified)
3	0	-1.2	1	10	-11	-2.2	-1	-3	-3	2	CNC(=O)C1CC(=O)N(c2ccc(OCC(=O)Nc3ccc(OC)cc3)cc2)C1 (stereo unspecified)
4	0	-1.1	15	23	-9	-8.8	10	-1	11	-1	COc1ccc(Br)c(-c2nc(CS(=O)(=O)c3ccc(F)cc3)no2)c1
5	6	-0.5	1	20	-22	-6.0	-1	-2	-3	6	O=C(COC(=O)c1ccccc1C(=O)c1ccccc1)NCCc1ccc(Cl)cc1Cl
6	-1	-1.8	1	-11	-5	-1.8	-8	1	-4	2	CCn1c(Cn2nnc(-c3ccccc3)n2)nnc1SCC(=O)Nc1cccc(C(C)=O)c1
7	0	-3.2	-5	-1	-22	-1.0	-13	-4	-9	-6	COC(=O)c1c(NC(=O)CN2C(=O)NC3(CCC(C(C)(C)C)CC3)C2=O)sc2c1CCCCC2 (stereo unspecified)
8	-1	-2.3	-3	-2	-3	0.2	11	-5	-1	6	Cc1cc(NC(=O)CSc2ncc(CO)n2Cc2ccc(F)cc2)no1
9	0	-0.6	3	0	-3	1.1	16	3	-1	11	O=C(Nc1ccccc1N1CCOCC1)c1ccc(S(=O)(=O)NCc2ccco2)cc1
10	-1	1.4	0	-4	-9	0.1	7	·	-2	-2	CN(C(=O)COC(=O)C12CC3CC(CC(Cl)(C3)C1)C2)C1(C#N)CCCCC1
11	1	0.2	6	9	-2	-0.2	-6	-3	-1	0	COc1ccc(C2C(C(=O)Nc3cccnc3)=C(C)Nc3nc(-c4ccco4)nn32)cc1 (stereo unspecified)
12	3	-4.0	3	7	-4	0.9	·	7	·	·	c1ccc(N2CCN(c3cnccn3)CC2)nc1
13	1	-0.7	6	3	-7	1.2	0	-3	-2	13	Cc1ccc(NC(=O)CN(C)C(=O)c2ccc(S(=O)(=O)N(C)c3ccccc3)cc2)cc1
14	0	0.0	10	2	3	-1.1	-16	-3	-12	-3	COc1ccc(CNC(=O)[C@H](C)N2C(=O)N3CCc4c([nH]c5ccccc45)[C@@]3(C)C2=O)cc1OC
15	1	0.4	1	-3	8	-1.8	0	2	·	2	CCN(CCNC(=O)C1CC(=O)N(CCc2ccccc2)C1)c1ccccc1 (stereo unspecified)
16	2	0.4	3	3	-12	-2.2	8	·	2	?	O=C(c1cc(-c2cccs2)nc2ccccc12)N1CCN(c2ccccc2O)CC1
17	14*	-3.8	1	-2	-4	-4.3	-22	-1	0	7	COC(=O)c1cc(Oc2ccc(S(=O)(=O)N3CCOCC3)cc2[N+](=O)[O-])cc(C(=O)OC)c1
18	2	-4.9	1	4	0	2.9	6	-2	-2	-1	CC(C)CNC(=S)N1CCN(c2nc3ccccc3s2)CC1
19	0	0.6	-2	-3	2	0.6	-3	1	1	-1	COc1ccccc1C(=O)n1nc(-c2ccco2)nc1SC
20	6	-0.3	-1	8	-10	-5.3	-1	3	-1	1	CC1(N(O)/C=C2\C=CC=CC2=O)CCCCC1=O (stereo unspecified)
21	0	-1.0	-3	13	0	-0.1	·	-3	-1	-11	COc1cc(Cn2nnc3ccccc32)ccc1O
22	-1	-0.1	3	-10	2	-0.1	4	·	·	-1	COc1ccc(NC(=O)c2ccco2)cc1NC(=O)c1cccs1
23	0	-0.6	7	0	-2	-1.0	4	1	3	4	O=C(O)CC(CC(=O)Nc1ccc(F)c(Cl)c1)c1ccc(Cl)cc1Cl (stereo unspecified)
24	-2	-1.0	2	-8	-14	0.5	·	·	-1	-12	Cc1cccc(C2CC(c3ccccc3)Nc3ncnn32)c1 (stereo unspecified)
25	-4	-0.6	2	-1	-6	-1.1	·	-2	-3	2	O=C(NCc1ccccc1)C1CCCN1S(=O)(=O)c1ccc(Cl)cc1 (stereo unspecified)
26	2	-0.3	-4	-5	-5	0.0	11	4	0	-9	CCC[n+]1c2ccccc2cc2ccccc21
27	5	-2.2	-2	-3	-5	0.3	5	-2	·	4	Nc1nc(-n2cnnc2)nn1-c1ccccc1
28	2	-0.6	-2	-2	-2	-0.9	0	-3	0	-10	CCOC(=O)C1CCN(S(=O)(=O)c2ccc(C)c(C(=O)NC3CCCCC3)c2)CC1
29	-1	0.4	-1	1	-1	-0.6	53	-7	-3	-2	Nc1n[nH]c(N)c1N=Nc1ccc(Cl)cc1
30	0	-0.7	-6	0	-1	-1.0	0	0	·	-3	OCC1CCCN(Cc2ccc(-c3ccccc3)cc2)C1 (stereo unspecified)

3 structures out of the list, ordered by length of the SMILES, low to high.
no.	V-ATPase pHluor	CAL PDZ FP-2	cardiac RTF act	Tat transport	dFosB activator	CDK5 inh	MITF act	CAL PDZ FP-1	Wnt act	Rtt109 HAT inh	SMILES
26	2	-0.3	-4	-5	-5	0.0	11	4	0	-9	CCC[n+]1c2ccccc2cc2ccccc21
2	0	0.5	-3	-2	-12	1.1	·	·	-4	-5	COc1ccc(OC)c(NC2c3ccccc3C(=O)N2Cc2ccc3c(c2)OCO3)c1 (stereo unspecified)
17	14*	-3.8	1	-2	-4	-4.3	-22	-1	0	7	COC(=O)c1cc(Oc2ccc(S(=O)(=O)N3CCOCC3)cc2[N+](=O)[O-])cc(C(=O)OC)c1

Entries by screen from the entries so far.
CAL PDZ FP-2 for entries 26 to 30 → -0.3, -2.2, -0.6, 0.4, -0.7
MITF act for entries 26 to 30 → 11, 5, 0, 53, 0

Next results
no.	V-ATPase pHluor	CAL PDZ FP-2	cardiac RTF act	Tat transport	dFosB activator	CDK5 inh	MITF act	CAL PDZ FP-1	Wnt act	Rtt109 HAT inh	SMILES
31	1	-1.9	-2	4	-18	1.1	-8	-1	-2	27	COc1cccc(/C=C2\SC(=S)N(CCCC(=O)N3CCCC3)C2=O)c1
32	9	0.0	13	-8	-2	0.1	-2	2	·	0	Brc1cccc(OCCn2ccnc2)c1
33	-5	-1.9	-2	-7	-13	2.1	69	-2	17	-9	COc1ccc(C(=O)Cn2cnc3ccccc3c2=O)cc1
34	5	-3.5	-3	-10	-17	-10	3	-1	0	-1	Cc1cc(=O)oc2c(C)c(OCC(=O)NCCCn3ccnc3)ccc12
35	0	0.4	2	-2	0	0.0	-1	-3	-2	-7	CNC(=O)COC(=O)Cc1ccc(Cl)cc1
36	2	-1.0	-2	-9	-4	-0.2	-14	·	24	-21	CC/C(=N/NC(=O)c1ccc2c(c1)OCO2)c1ccccc1O
37	-3	-1.0	-8	-1	4	2.3	0	-4	-1	17	CCN(C(=O)C(=O)c1c[nH]c2ccccc12)c1ccccc1
38	-2	-0.5	7	1	-6	-1.2	-3	1	·	3	CCOC(=O)c1c(C(=O)OCC)c(C)n(CCc2ccccc2)c1C
39	3	0.0	-5	-1	-8	1.2	9	11	0	-4	CCn1ccnc1CN(C)C(=O)c1ccc2nc(Cc3ccc(OC)cc3)oc2c1
40	3	1.1	-1	1	-6	3.5	20	0	-3	12	Cc1cc(C)c(C(=O)COC(=O)c2c(C)noc2C)cc1C
41	-2	-2.0	1	22	3	-0.8	8	0	-2	4	N#Cc1cc[n+](CC(=O)c2ccc(NC(=O)c3ccccc3)cc2)cc1
42	5	-3.2	-6	-7	0	1.8	5	8	-3	-2	O=C1OC(/C=C/c2ccccc2)=NC/1=C\c1cccnc1
43	-2	-3.5	-1	-5	-48	-1.9	13	-3	·	-60	COCCCn1cnc2c(c1=O)c1nc3ccccc3nc1n2CCc1ccccc1
44	-1	-3.0	-2	-2	-1	-1.1	-8	·	·	0	O=C1CSc2ccc(C(=O)N3CCN(c4ccccn4)CC3)cc2N1
45	-3	-0.2	-2	-5	-14	0.0	0	-2	3	-17	COc1cccc(CC(=O)Nc2cc(S(=O)(=O)N3CCCCC3)ccc2C)c1
46	3	-0.8	-6	11	4	1.0	4	-2	-5	-13	COc1ccccc1CNC(=O)c1cc(-c2ccccc2C)nn1CC1CC(c2cccnc2)=NO1 (stereo unspecified)
47	1	-2.9	1	5	-3	-1.5	1	0	-3	0	CCCSc1nc2[nH]ncc2c(=O)[nH]1
48	3	0.1	-2	3	-20	-2.0	2	-3	-5	2	CCN(CC)CCNC(=O)c1ccc(NC(=O)c2cccc(S(=O)(=O)N3CCCCCC3)c2)cc1
49	2	-2.2	-13	2	-14	-0.7	-7	-2	1	11	COc1ccc(NC(=O)CC2C(=O)N(c3ccc(Cl)cc3)C(=S)N2CCc2ccccn2)cc1 (stereo unspecified)

Complete entries as entered above. Screens in order: V-ATPase pHluor | CAL PDZ FP-2 | cardiac RTF act | Tat transport | dFosB activator | CDK5 inh | MITF act | CAL PDZ FP-1 | Wnt act | Rtt109 HAT inh
Record of CNC(=O)COC(=O)Cc1ccc(Cl)cc1 → 0 | 0.4 | 2 | -2 | 0 | 0.0 | -1 | -3 | -2 | -7
Record of O=C1OC(/C=C/c2ccccc2)=NC/1=C\c1cccnc1 → 5 | -3.2 | -6 | -7 | 0 | 1.8 | 5 | 8 | -3 | -2
Record of CC/C(=N/NC(=O)c1ccc2c(c1)OCO2)c1ccccc1O → 2 | -1.0 | -2 | -9 | -4 | -0.2 | -14 | · | 24 | -21
Record of Brc1cccc(OCCn2ccnc2)c1 → 9 | 0.0 | 13 | -8 | -2 | 0.1 | -2 | 2 | · | 0
Record of O=C1CSc2ccc(C(=O)N3CCN(c4ccccn4)CC3)cc2N1 → -1 | -3.0 | -2 | -2 | -1 | -1.1 | -8 | · | · | 0
